Screening results: PubChem BioAssay, Sanford-Burnham Center for Chemical Genomics
SENP8 inh = blocks the human protease SENP8. Q96LD8. purified SENP8, Z-RLRGG-aminoluciferin cleavage, luminescence. inhibition, % at 10 µM. actives 1.2% (n = 330,000). AID 2540
UBC13 polyUb = blocks human UBC13 polyubiquitin chain formation. inhibition, % at 20 µM. actives 0.47% (n = 330,000). TR-FRET. P61088; in the data active = inhibition above about 45%, passing the limit was not always enough
697 NFkB inh = lowers PMA/ionomycin-induced NF-kB signal in 697 B cells; 697 B-cell NF-kB luciferase reporter, 16 h; AID 435022; actives 0.33% (n = 330,000); inhibition, % at 4 µM; in the data active = inhibition above about 35%
SENP7 block = blocks the human protease SENP7 | recombinant SENP7, Z-RLRGG-aminoluciferin luminescence, 40 min | inhibition, % at 5 µM | actives 1.5% (n = 330,000);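 active = inhibition above about 50% at the single test dose, limit read from the data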;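 also: plate controls were DMSO with enzyme for no effect and no enzyme buffer wells for full effect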
Jurkat NFkB inh = lowers PMA/ionomycin-induced NF-kB signal in Jurkat cells. PMA/ionomycin-induced NF-kB luciferase reporter, luminescence. inhibition, % at 4 µM. actives 0.53% (n = 330,000). AID 435003
Gli-Sufu antag = antagonists of Gli-Sufu signaling; Sufu-KO-LIGHT fibroblasts, Gli luciferase reporter luminescence; inhibition, % at 5 µM; actives 0.74% (n = 340,000);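 active = inhibition above about 55%, limit read from the data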;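 also: 0% = DMSO-treated cells and 100% = wells with medium but no cells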
Apaf-1 inh = inhibitors of human Apaf-1 apoptosome. reconstituted apoptosome caspase-3 activity, DEVD-Rh110 fluorescence. inhibition, % at 20 µM. actives 0.71% (n = 330,000); active = inhibition of at least 40% at 20 µM;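 also: plate controls were DMSO wells for no effect and DEVD-CHO caspase inhibitor wells for full effect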
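System – cell-free apoptosome with Apaf-1, procaspase-3 and caspase-9 · Buffer or medium – pH 7.5 Hepes buffer with CHAPS, BSA, DTT · Also added – cytochrome c with DEVD-Rh110 · Times – 30 min compound preincubation, 50 min activation, room temperature · Technique – Rh110 fluorescence intensity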
HKDC1 inhibitor = HKDC1 (human) hexokinase inhibition. Q2TB90. recombinant HKDC1, G6PDH/diaphorase resazurin coupled fluorescence. inhibition, % at 20 µM. actives 0.16% (n = 340,000);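 active = inhibition above about 35% when tested at 20 µM, limit read from the data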;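 also: plate controls were DMSO wells with enzyme for no effect and DMSO wells lacking enzyme for full effect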
Target sequence (Q2TB90 whole entry, looked up): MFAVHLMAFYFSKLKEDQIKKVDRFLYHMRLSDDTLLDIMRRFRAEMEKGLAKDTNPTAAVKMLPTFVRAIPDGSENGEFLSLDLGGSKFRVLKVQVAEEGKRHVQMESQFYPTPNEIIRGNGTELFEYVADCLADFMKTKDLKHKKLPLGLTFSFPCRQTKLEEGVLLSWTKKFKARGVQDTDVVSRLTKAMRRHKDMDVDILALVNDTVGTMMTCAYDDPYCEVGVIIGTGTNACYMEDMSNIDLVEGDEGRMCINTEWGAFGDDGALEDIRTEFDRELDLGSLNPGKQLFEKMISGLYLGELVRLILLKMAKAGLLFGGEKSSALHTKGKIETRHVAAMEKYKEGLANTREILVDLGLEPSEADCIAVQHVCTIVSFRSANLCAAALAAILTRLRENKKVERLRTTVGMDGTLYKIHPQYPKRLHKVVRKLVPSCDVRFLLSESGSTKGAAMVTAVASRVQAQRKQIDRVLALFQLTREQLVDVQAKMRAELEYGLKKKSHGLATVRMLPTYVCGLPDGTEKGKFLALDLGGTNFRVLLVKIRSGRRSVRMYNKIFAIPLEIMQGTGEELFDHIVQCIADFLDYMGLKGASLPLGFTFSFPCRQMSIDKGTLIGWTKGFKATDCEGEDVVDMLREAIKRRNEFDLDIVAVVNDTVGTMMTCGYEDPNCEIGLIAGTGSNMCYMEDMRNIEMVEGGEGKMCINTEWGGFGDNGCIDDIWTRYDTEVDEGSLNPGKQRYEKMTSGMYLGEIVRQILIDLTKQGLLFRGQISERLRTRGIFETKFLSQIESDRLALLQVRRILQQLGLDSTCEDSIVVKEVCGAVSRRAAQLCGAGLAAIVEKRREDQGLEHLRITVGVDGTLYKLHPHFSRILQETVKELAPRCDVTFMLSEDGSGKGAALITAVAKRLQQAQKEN
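Test system: HK5 enzyme. Quantity: 5 µg/mL HK5 final. Reagent: glucose and ATP substrates. Schedule: 90 min reaction incubation at room temperature, dark. Technique: resazurin-to-resorufin fluorescence via G6PDH and diaphorase coupling, 525/613 nm. Control set: DMSO wells with and without enzyme mix.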
The depositor's hits bear a star. Rule as the data show it, unless noted: active = inhibition above about 50%; inactive = the rest.

The first 10 records as a preview:
smiles,SENP8 inh,UBC13 polyUb,697 NFkB inh,SENP7 block,Jurkat NFkB inh,Gli-Sufu antag,Apaf-1 inh,HKDC1 inhibitor
COc1ccc(CN2CCNC(=O)C2CC(=O)NCCc2nc(C)c(C)s2)cc1C (configuration not stated),-4,9,-3,-4,1,-3,9,1
O=C(N/N=C/c1cccc2nccnc12)c1ccccc1O,-13,-23,18,-10,0,2,5,-4
O=C(c1cnn(-c2ccc(Cl)cc2)c1)c1ccccc1O,91*,0,-172,93*,-153,-39,21,-4
O=C(COc1ccc2c3c(c(=O)oc2c1)CCC3)c1ccc2c(c1)OCO2,2,11,19,-4,3,1,0,-1
COc1ccccc1N1CCN(C(=O)c2c(C)cc(=O)oc2C)CC1,4,3,4,-2,7,7,-6,-9
Cc1cccc(N2C(=O)CC(N3CCN(Cc4ccc(Cl)cc4)CC3)C2=O)c1 (configuration not stated),-8,-4,-6,-2,-5,7,3,8
CC(C)Oc1ccc(C2CC(=O)N(c3cccc(/C=C/C(=O)O)c3)C2=O)cc1 (configuration not stated),-4,-7,-12,-6,-11,1,1,0
S=c1[nH]nc(-c2ccncc2)n1/N=C/C=C/c1ccco1,2,-8,-5,7,8,-4,-9,-9
CC(=O)C1=C(O)C(=O)N(CCc2ccccc2)C1c1ccccc1[N+](=O)[O-] (configuration not stated),3,-8,-35,5,-6,7,5,9
O=C(N/N=C1\CC2CC=CC12)c1ccc(O)cc1 (configuration not stated),-1,1,2,4,17,0,-3,3

All compounds of this part, from the first entry:
smiles,SENP8 inh,UBC13 polyUb,697 NFkB inh,SENP7 block,Jurkat NFkB inh,Gli-Sufu antag,Apaf-1 inh,HKDC1 inhibitor
COc1ccc(CN2CCNC(=O)C2CC(=O)NCCc2nc(C)c(C)s2)cc1C (configuration not stated),-4,9,-3,-4,1,-3,9,1
O=C(N/N=C/c1cccc2nccnc12)c1ccccc1O,-13,-23,18,-10,0,2,5,-4
O=C(c1cnn(-c2ccc(Cl)cc2)c1)c1ccccc1O,91*,0,-172,93*,-153,-39,21,-4
O=C(COc1ccc2c3c(c(=O)oc2c1)CCC3)c1ccc2c(c1)OCO2,2,11,19,-4,3,1,0,-1
COc1ccccc1N1CCN(C(=O)c2c(C)cc(=O)oc2C)CC1,4,3,4,-2,7,7,-6,-9
Cc1cccc(N2C(=O)CC(N3CCN(Cc4ccc(Cl)cc4)CC3)C2=O)c1 (configuration not stated),-8,-4,-6,-2,-5,7,3,8
CC(C)Oc1ccc(C2CC(=O)N(c3cccc(/C=C/C(=O)O)c3)C2=O)cc1 (configuration not stated),-4,-7,-12,-6,-11,1,1,0
S=c1[nH]nc(-c2ccncc2)n1/N=C/C=C/c1ccco1,2,-8,-5,7,8,-4,-9,-9
CC(=O)C1=C(O)C(=O)N(CCc2ccccc2)C1c1ccccc1[N+](=O)[O-] (configuration not stated),3,-8,-35,5,-6,7,5,9
O=C(N/N=C1\CC2CC=CC12)c1ccc(O)cc1 (configuration not stated),-1,1,2,4,17,0,-3,3
O=C(Nc1ccnn1C1CCN(Cc2ccc(O)c(Cl)c2)CC1)C1CCCC1,1,-3,-34,8,-9,24,1,-5
CN(CCOc1ccc(Cl)cc1)C(=O)Cc1ccc(S(=O)(=O)N2CCOCC2)s1,-4,0,12,-3,6,1,-1,-6
O=C(CCCOc1ccccc1)N1CCc2ccccc2C1,0,6,-3,10,-22,-29,13,0
N#Cc1ccc(C(=O)OCC(=O)N2CCCC2)cc1,-5,-4,7,-11,-1,-5,5,-8
O=C(N/N=C/c1ccc2c(c1)OCO2)c1cc2ccccc2o1,5,31,-4,5,-4,-1,-23,-4
CCSc1oc(-c2ccccc2)nc1S(=O)(=O)c1ccccc1,6,5,2,4,10,3,13,2
COc1ccc(NC(=O)CN2CCN(CC#N)CC2)cc1,-15,0,13,-1,2,-8,-6,-4
OCCN1CCN(CC/C=C2/c3ccccc3Sc3ccc(Cl)cc32)CC1,3,74*,16,6,3,-6,43*,1
CC(C)(C)c1ccc(C(=O)NCCC(=O)Nc2ccc(S(=O)(=O)Nc3nccs3)cc2)cc1,10,-4,2,-3,3,-8,15,2
CC[C@@H](C)C(N)c1cn([C@@H](CCC(=O)O)C(=O)N2CCNCC2)nn1 (some centres not stated),-4,2,11,2,4,3,5,-5
Cc1c(C(=O)C(=O)NCc2cccs2)c2ccccc2n1C,-7,-15,18,5,-9,0,7,-4
O=C(C1CCC(CNc2c(N3CCCCC3)c(=O)c2=O)CC1)N1CCN(C2CCCCC2)CC1 (configuration not stated),-5,-7,-3,-1,-12,2,2,-6
COc1ccc(-c2cn3c(n2)CCC3)cc1,-1,-4,-55,16,-59,-58,6,5
O=C(Nc1ccc(F)cc1)Nc1ccc([N+](=O)[O-])cn1,-2,2,-3,-7,-11,-15,-19,-4
CCOc1ccc(NC(=O)C(CC(=O)O)Cc2ccc(Br)cc2)cc1 (configuration not stated),4,6,9,5,5,-14,-9,-1
CCOC(=O)COc1nc(C)cc(C(F)(F)F)c1C#N,-7,8,12,0,7,11,-5,-4
O=C(Cn1nnc2ccccc2c1=O)NC1CCCCC1,-9,-10,1,-7,-19,10,-4,-3
COc1ccc(/C=C/c2cc(C(F)(F)F)on2)cc1,-14,3,-16,-11,-20,19,-6,2
O=c1ccc(-c2ccc(S(=O)(=O)Nc3cccc([N+](=O)[O-])c3)s2)n[nH]1,-3,-10,6,-2,10,-6,3,4
Cc1csc(NC(=O)CSc2nc(C(C)C)nc3ccccc23)n1,5,7,6,0,-1,2,2,-2
COc1cccc(NC(=O)CCC2CCN(Cc3nccs3)CC2)c1,-1,3,7,2,-8,26,13,2
O=C(O)c1ccc(Cl)c(S(=O)(=O)N(Cc2ccccc2)c2ccc(F)cc2)c1,9,8,8,13,-4,-4,12,4
CCOC(=O)C1=C(N)OC2=C(C(=O)CC(C)(C)C2)C1c1cc(CSc2nnnn2C)cs1 (configuration not stated),5,9,-1,-4,-14,-2,3,3
C=CCc1ccc(OCCOc2cccc3ccc(C)nc23)c(OC)c1,-10,2,-1,-3,-13,-4,6,-5
O=C(Nc1ccc(S(=O)(=O)N2CCCCC2)cc1)c1cnccn1,-10,-1,1,-4,14,-4,1,-2
Cc1csc(SCC(=O)NC(=O)NCc2ccccc2)n1,-4,-1,9,7,13,4,11,-2
O=C(COC(=O)c1ccccc1[N+](=O)[O-])Nc1cccnc1Cl,-10,4,19,-6,11,-4,-4,6
OCc1ccccc1N=Cc1cccnc1,-3,1,20,1,13,-11,-3,-9
Cc1c(-n2c(=S)[nH]c3ccccc3c2=O)c(=O)n(-c2ccccc2)n1C,-3,3,1,-2,5,-3,-2,-2
O=C(CCCc1c[nH]c2ccccc12)Nc1ccc2ccccc2c1,1,12,-15,3,-2,-5,2,6
O=C(Nc1ccc(CSc2ccccc2)cc1)c1ccc(CN2CCOCC2)cc1,5,14,-10,1,69*,-3,11,-3
CC(=O)c1cccc(NC(=O)c2c(-c3c(F)cccc3Cl)noc2C)c1,-4,3,14,1,-8,-16,-5,2
COc1ccc(N2CCN(C(=O)c3ccc(CS(=O)(=O)c4ccc(Br)cc4)o3)CC2)cc1,7,-10,-27,-2,21,3,15,-2
COc1ccccc1C(=O)N=C1SC2CS(=O)(=O)CC2N1c1ccccc1 (configuration not stated),-10,-1,17,-2,1,2,1,-4
O=C(c1ccc2c(c1)OCCO2)N1CCN(c2ccccn2)CC1,12,6,6,10,1,9,11,-3
COc1ccc(CCN2C(=O)CC(C(C)c3ccccc3)C2=O)cc1OC (configuration not stated),-4,6,12,0,1,4,-13,-7
Cc1nn(Cc2c(F)c(F)c(F)c(F)c2F)c(C)c1NC(=O)c1ccc(COc2ccc(Cl)cc2Cl)o1,3,0,9,4,14,28,46*,3
COc1ccc(NC(=O)CSc2nnc(CNC(=O)c3ccco3)n2-c2ccccc2OC)cc1,-2,1,19,-3,-3,-4,-1,0
CN1C(=O)[C@@H]2[C@@H]3C[C@@H]([C@H]4ON=C(c5ccccc5OCC#N)[C@@H]34)[C@@H]2C1=O,5,4,3,-2,4,1,-11,0
O=[N+]([O-])c1ccc(N/N=C\c2cccn2-c2ccccc2)nc1,-13,-84,-110,-5,14,0,30,2
Cc1nn(C)cc1-c1csc(N)n1,0,3,-2,9,-12,-1,-9,-8
CCSc1nc2cc(OC)c(OC)cc2c(=O)n1CCc1ccccc1,-2,7,3,7,3,10,7,-5
O=C(Nc1nnc(S(=O)(=O)N2CCOCC2)s1)c1cccc(F)c1,9,0,-13,-4,-8,-27,-2,-6
Cc1ccc(S(=O)(=O)NCCC(=O)NCC(c2cccs2)N(C)C)cc1C (configuration not stated),2,1,4,10,13,5,-2,0
Cc1ccc(OCC(=O)OCC(=O)c2c(N)n(C)c(=O)n(C)c2=O)cc1C,-9,0,5,-3,-17,7,5,-7
CSCCNC(=O)Nc1c(-c2c(Cl)cccc2Cl)noc1C,-6,6,7,9,5,1,-15,-6
CC(=O)n1cc(/C=N/NC(=O)c2ccc(Cl)cc2)c2ccccc21,-7,-5,-17,-3,-28,-28,13,0
COc1ccc(C(=O)CCN2CCN(c3ccccc3F)CC2)cc1,1,19,17,1,18,8,-10,-2
NC(=O)C1CCN(CCC(=O)Nc2ccc(F)c(F)c2)CC1,-9,-8,-11,-16,1,1,1,-3
CCOC(=O)C(Cc1ccccc1)NC(=O)CNC(C)=O (configuration not stated),6,0,16,13,0,2,-3,2
Cc1ccc(C(=O)N[C@H](C(=O)NC2CCCCC2)C(C)C)cc1,15,-2,-32,-6,-5,-9,-2,-3
COc1cccc(N2CC(C(=O)NNC(=O)c3ccc(Cl)cc3)CC2=O)c1 (configuration not stated),-7,-7,-16,17,1,-6,9,-4

Compounds were not picked by outcome; any-hit rate near 3.6%.
